GSK3 alpha inh: inhibitors of human GSK-3 alpha kinase | ADP-Glo luminescence, 60 min | inhibition, % at 10 µM | AID 2650 | P49840 | 320,000 compounds, 0.1% hits;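 in the data active means inhibition above about 50%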;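 further: GST-tagged GSK-3 alpha with peptide substrate and 25 µM ATP; 0% = DMSO neutral wells and 100% = GW8510 positive control wells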
Target sequence (P49840 whole entry, looked up): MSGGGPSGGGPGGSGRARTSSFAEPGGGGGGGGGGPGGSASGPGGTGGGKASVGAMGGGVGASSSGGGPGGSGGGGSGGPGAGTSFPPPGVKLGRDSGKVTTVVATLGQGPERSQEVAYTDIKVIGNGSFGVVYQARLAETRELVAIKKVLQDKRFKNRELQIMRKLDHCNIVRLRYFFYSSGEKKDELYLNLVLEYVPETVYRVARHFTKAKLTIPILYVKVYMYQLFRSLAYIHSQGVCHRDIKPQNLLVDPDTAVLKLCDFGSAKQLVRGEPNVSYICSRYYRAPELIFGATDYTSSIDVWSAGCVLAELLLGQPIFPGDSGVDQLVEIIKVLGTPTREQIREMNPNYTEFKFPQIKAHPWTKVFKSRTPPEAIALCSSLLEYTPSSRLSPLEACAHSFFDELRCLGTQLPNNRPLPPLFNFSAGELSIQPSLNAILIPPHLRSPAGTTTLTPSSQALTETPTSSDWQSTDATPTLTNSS
HSP90 refold inh: blocks HSP90-mediated luciferase refolding in reticulocyte lysate; Rabbit reticulocyte lysate, luciferase refolding luminescence, 3 h; inhibition, % at 5.6 µM; 290,000 compounds, 0.91% hits; AID 1789;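 active means inhibition above the screen-wide mean plus 3 SD, computed separately per campaign, cut at about 16% in these data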;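 further: 0% = DMSO wells and 100% = 60 µM geldanamycin wells; inhibitors lower the luminescence because luciferase stays unfolded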
HDAC3 inh: blocks human histone deacetylase 3; O15379; recombinant HDAC3, fluorogenic peptide/trypsin coupled, fluorescence; inhibition, % at 8.3 µM; 320,000 compounds, 0.15% hits; in the data active means inhibition above about 26%, passing the limit was not always enough
GSK3B inh: blocks human GSK3beta kinase activity | P49841 | GST-GSK3beta kinase, ADP-Glo luminescence, 60 min; hits give low values | activity score (negative = inhibition), % at 10 µM | 300,000 compounds, 0.038% hits;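 active means more than half of replicate wells score below -50%, meaning over 50% inhibition versus plate controls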;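 further: 0% = median DMSO wells and -100% = median GW8510 positive control wells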
Target sequence (P49841 whole entry, looked up): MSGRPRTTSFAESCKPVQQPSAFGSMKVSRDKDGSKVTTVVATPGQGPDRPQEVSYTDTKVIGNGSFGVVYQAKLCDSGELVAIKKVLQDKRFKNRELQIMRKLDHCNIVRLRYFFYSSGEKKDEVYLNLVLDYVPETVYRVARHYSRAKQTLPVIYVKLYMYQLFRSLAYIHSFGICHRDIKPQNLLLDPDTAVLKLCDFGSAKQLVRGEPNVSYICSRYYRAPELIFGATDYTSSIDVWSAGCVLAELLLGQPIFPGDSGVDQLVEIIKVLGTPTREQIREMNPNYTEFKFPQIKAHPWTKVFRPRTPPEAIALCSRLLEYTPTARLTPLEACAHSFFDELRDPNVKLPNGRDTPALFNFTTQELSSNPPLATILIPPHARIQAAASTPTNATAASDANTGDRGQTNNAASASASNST
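test system = GST-tagged human GSK3beta kinase, cell-free | reagent = 25 µM ATP with peptide substrate | dosing = one dose of 10 µM per compound | schedule = 60 min reaction, RT | detection = luminescent ADP-Glo measurement of ADP formed | control set = DMSO neutral wells and GW8510 at 20 µM as positive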
Platelet DG rel: platelet dense granule release activity. inhibition, %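 (compounds screened at 7.5 µM in platelet-rich plasma)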. human platelet-rich plasma, SFLLRN dense granule ATP release, luminescence. 300,000 compounds, 0.22% hits;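 active means mean replicate score, as percent of positive control, at or above 50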
HSF-1 act: increases HSF-1 driven luciferase reporter signal. NIH3T3-HGL HSF-1 luciferase reporter, MG132, 8 h; 100% = twice DMSO control signal. activation, % at 9 µM. 300,000 compounds, 1.7% hits. AID 504408;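 active means mean replicate activation of at least 50% with a set share of replicates each reaching 50%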;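 further: 0% = median of the neutral control wells and 100% = twice that signal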
HSF1 inh: HSF1 inhibition. NIH3T3-HGL HSE-luciferase, MG132-induced, luminescence 8 h; hits give low values. activity change, negative = inhibition, % at 7.5 µM (by protocol). 300,000 compounds, 0.77% hits;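 active means more than half of replicate wells show activity change below -50%, luminescence cut by over half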;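 further: luciferase reports HSF-1 transcriptional activity via heat shock element; 0% = median of DMSO wells and -100% = zero luminescence signal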
Dyrk1A ADPGlo: Dyrk1A (rat) kinase inhibition. 310,000 compounds, 0.43% hits. inhibition, % at 12.5 µM. ADP-Glo luminescence, NFATc1 peptide. Q63470; in the data active means inhibition above about 50%;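 further: plate controls were vehicle with enzyme for no effect and no enzyme for full effect; many of its hits are not listed in these tables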
AI-2 QS mod: Vibrio harveyi AI-2 quorum sensing modulation | Vibrio harveyi JMH597 AI-2 luminescence/OD600 ratio, 9 h; hits give low values; strain lacks LuxN and CqsS sensors; 0 = neutral-control median | activity change, % at 7.5 µM | 300,000 compounds, 0.4% hits; in the data active means activity change below about -75%, passing the limit was not always enough;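 further: luminescence divided by OD600 gain over 9 h not by final OD600 alone; inactives centre near 13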
PolyA inhibitor: inhibitors of polyadenylation in S. cerevisiae; S. cerevisiae SKY197-pL101 polyadenylation reporter, beta-gal luminescence; efflux-impaired pdr1/pdr3 knockout yeast; score 100 = 6 SD above DMSO; calls only at 12 µM; AID 1875; 300,000 compounds, 0.02% hits;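 active means lowest replicate activity score at least 50, where 100 means six control SD above control mean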;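 further: yeast exposed to compound for 9 h at 30 °C; higher score means more reporter readthrough which indicates perturbed polyadenylation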
The depositor's hits bear a star; i = inactive; / = not tested or not shown.

structure | GSK3 alpha inh | HSP90 refold inh | HDAC3 inh | GSK3B inh | Platelet DG rel | HSF-1 act | HSF1 inh | Dyrk1A ADPGlo | AI-2 QS mod | PolyA inhibitor
CCOC(=O)N1CCN(S(=O)(=O)c2ccc(C)c(C(=O)NC3CCCCC3)c2)CC1 | 1 | -2 | -5 | 2 | -9 | -7 | 8 | -4 | 13 | i
O=S1(=O)CCC(SCc2nc3sccn3c2Br)C1 (centres undefined) | 1 | 2 | -10 | 0 | -2 | -2 | -2 | -4 | 37 | i
CCN1C(=O)/C(=C/C=C2/Sc3ccccc3N2CCO)SC1=S | 0 | 0 | 9 | -1 | 31 | 2 | -2 | 2 | 12 | i
CCOc1ccc(NC(=O)NNC(=O)COc2ccc3ccccc3c2)cc1 | -1 | 0 | 1 | 0 | -10 | -8 | -12 | / | 19 | i
COc1cccc(OCc2cc(/C=N/Nc3ccc(C(=O)O)cc3)ccc2OC)c1 | 0 | 55* | -3 | -1 | 65* | -72 | -73* | 0 | -84* | i
CC1CCN(c2nc3ccccc3n2CC(=O)c2ccccc2)CC1 | -5 | 1 | 2 | -3 | 8 | 10 | -3 | 2 | 22 | i
COc1ccc(-c2cc(=Nc3ccc(C)cc3)c3ccccc3o2)cc1 | -1 | -6 | -4 | -2 | 4 | -31 | -30 | 4 | 18 | i
CCC(C)NC(=O)C1c2cc(OC)c(OC)cc2C(=O)N(C)C1c1ccc(OC)cc1 (centres undefined) | -1 | 3 | 8 | -1 | 8 | 27 | 7 | -9 | 22 | i
CCOC(=O)C1(Cc2ccccc2)CCN(Cc2cnc(N3CCOCC3)s2)CC1 | 1 | -4 | 1 | 2 | 0 | -4 | -2 | 9 | 15 | i
CN1C(=O)/C(=C/c2coc3ccc(O)cc3c2=O)SC1=S | 0 | -2 | -10 | 1 | 1 | 12 | 9 | 1 | 12 | i
Cc1ccc(C(=O)c2ccccc2C(=O)OCC(=O)NCCc2ccccc2)cc1 | -1 | 6 | -5 | 0 | -3 | 30 | 2 | -2 | 4 | i
CC(c1ccco1)N(C(=O)C12CC3CC(CC(C)(C3)C1)C2)c1ccccn1 (centres undefined) | -3 | -2 | 0 | 2 | -3 | -1 | 1 | 14 | 21 | i
CCN(CC)CCN(Cc1cc2cc(C)ccc2[nH]c1=O)C(=O)Nc1ccccc1OC | -2 | -2 | 2 | 3 | -24 | 20 | -2 | -3 | 11 | i
COCC(C)n1c(SCc2ccc(OC)c(F)c2)nc2ccccc2c1=O (centres undefined) | / | -2 | / | 1 | -32 | 22 | -1 | / | 30 | i
CCc1c(O)nc(SCC(=O)Nc2ccc(Br)cc2)n(-c2ccc(C)cc2)c1=O | 3 | -1 | 3 | 2 | 0 | 11 | 9 | / | 19 | i
CCc1ccc(NC(=O)Nc2ccncc2)cc1 | 1 | -1 | -8 | 1 | 3 | 9 | 10 | 11 | -9 | i
CCCCCCSc1ccc(-c2nc3ccc(C)cn3c2NCc2ccccc2)cc1 | -2 | / | -22 | 0 | 0 | 2 | 3 | -14 | 18 | i
COc1ccc(C2C(C#N)=C(C)NC(C)=C2C#N)c(OC)c1 | -1 | 2 | -9 | -2 | 21 | 5 | 4 | 9 | 41 | i
Cc1ccc(-n2ncc3c2CC(C)(C)CC3NC(=O)c2ccccn2)cc1 (centres undefined) | -1 | -4 | 4 | 0 | 5 | -4 | 1 | 0 | / | i
Cc1ccc(NC(=O)N(Cc2ccco2)C(C)c2ccco2)cc1C (centres undefined) | -1 | 2 | 7 | -2 | 0 | / | / | 0 | 11 | i
COc1ccc(C(=O)Nc2ccnn2C2CCN(C(C)CSC)CC2)cc1 (centres undefined) | 0 | 0 | -2 | 0 | 2 | -13 | 7 | -2 | 11 | i
CCCCNC(=O)O/N=C(\N)CS(=O)(=O)C(C)(C)C | 0 | -1 | -8 | 2 | -20 | -29 | -8 | -2 | 15 | i
CCOC(=O)C1CCCN(c2c(N3CCN(c4cccc(Cl)c4)CC3)c(=O)c2=O)C1 (centres undefined) | -1 | 0 | 0 | 0 | 1 | -11 | -7 | 2 | 32 | i
CCOC(=O)C1CCCN(C(=O)c2cccc(S(=O)(=O)N3CC(C)OC(C)C3)c2)C1 (centres undefined) | / | -5 | / | 2 | -2 | 5 | 6 | -1 | 9 | i
O=c1cc(-c2ccc(F)cc2)[nH][nH]1 | 1 | 17* | 2 | 1 | -2 | 33 | 20 | / | 8 | i
CN1CCN(C(=O)C2=C[C@@H](c3coc4ccccc4c3=O)C[C@@H](OCCCCO)O2)CC1 | / | -4 | 2 | 1 | -4 | 0 | -3 | 2 | 7 | i
COc1ccc(CCNC(=O)CSc2nccc(=O)[nH]2)cc1OC | -2 | 0 | 3 | 0 | -6 | 4 | -12 | -2 | 9 | i
O=C(Nc1ccccc1-c1ccccc1)C1CCCCC1 | -2 | 1 | 2 | -5 | -4 | / | / | -10 | 23 | i
O=C(Nc1ccc2oc(=O)ccc2c1)c1ccc(-c2cccc([N+](=O)[O-])c2)o1 | 0 | 4 | -2 | -2 | 12 | 6 | -4 | / | 10 | i
Cc1ccccc1C(=O)c1cccn1CC(=O)NC(C)CCc1ccccc1 (centres undefined) | -1 | -5 | 3 | 0 | 0 | -1 | 2 | -7 | 7 | i
O=C(NCc1ccco1)Nc1ccccc1Cl | 1 | -1 | / | 3 | 1 | 27 | 6 | 3 | 17 | i
COc1ccc(S(=O)(=O)N2CCOC2CNC(=O)C(=O)NCCN2CCOCC2)cc1 (centres undefined) | 2 | 1 | 2 | 1 | 1 | -12 | -1 | 16 | 11 | i
CCC(=O)N1CCc2cc(S(=O)(=O)NCCCN3CCN(Cc4ccccc4)CC3)ccc21 | -1 | -2 | -1 | 3 | -8 | -14 | -3 | -2 | 25 | i
O=C(CCC1CCCCC1)Nc1cccc(C(=O)Nc2ccc(C(=O)O)cc2)c1 | -1 | -2 | -7 | -3 | -6 | -20 | -9 | -1 | 14 | i
O=C(CN1C(=O)C2C3C=CC(C3)C2C1=O)OCC(=O)c1ccc(Cl)c([N+](=O)[O-])c1 (centres undefined) | 1 | 3 | -1 | -3 | -8 | 19 | 5 | 3 | 0 | i
COC(CNC(=O)C1CCN(S(=O)(=O)c2ccc3nc4c(c(C(=O)O)c3c2)CC(C)CC4)CC1)OC (centres undefined) | 0 | 0 | 1 | 1 | -1 | -25 | -1 | 0 | 21 | i
CN1CCN(c2ncnc3scc(-c4ccccc4Cl)c23)CC1 | 11 | -5 | 1 | -18 | -2 | -29 | -24 | 3 | 31 | i
O=C(CN1CCN(C2CCCCC2)CC1)c1ccc2cc[nH]c2c1 | -1 | 0 | -8 | -3 | 0 | -25 | -9 | 5 | 16 | i
COc1ccc(/C=N/NC(=O)CNC(=O)c2ccc3c(c2)OCCO3)cc1OC | 0 | -1 | 5 | 1 | 4 | 8 | 1 | -3 | 10 | i
COC(=O)C1(S(=O)(=O)C2(C(=O)OC)CCCC2)CCCC1 | -1 | 2 | 1 | 4 | 8 | 4 | 0 | 5 | 13 | i
O=c1ccnc(Nc2ccc([N+](=O)[O-])cc2)[nH]1 | 0 | / | 1 | 3 | 7 | 43 | 4 | 4 | 28 | i
CCc1ccc(C2C3=C(CC(C)(C)CC3=O)OC3=C2C(=O)CC(C)(C)C3)cc1 | 0 | -4 | 2 | 1 | 5 | 25 | 2 | / | 19 | i
O=C(Nc1ccc2c(c1)OCO2)c1cc(C2CC2)on1 | -3 | -1 | 3 | 0 | 1 | 32 | 17 | 2 | 5 | i
O=C(Nc1ccc(SC(F)F)cc1)C12CCC(CC1)C2 | -2 | -3 | -4 | 0 | -3 | 18 | 0 | 0 | 11 | i
COc1ccc(CCNC(=O)CN(C)S(=O)(=O)c2ccc3c(c2)CCC(=O)N3)cc1OC | -2 | -1 | -6 | -2 | 4 | -3 | -2 | 11 | -14 | i
COc1cc(C2C(C(C)=O)=C(O)C(=O)N2CCc2c[nH]c3ccccc23)ccc1O (centres undefined) | 3 | -1 | 2 | -1 | 0 | -18 | 7 | 20 | 47 | i
COc1ccc(OC)c(NC(=O)C(C)N2c3cccc4cccc(c34)S2(=O)=O)c1 (centres undefined) | 0 | 7 | 0 | -2 | -10 | 1 | -6 | 0 | -15 | i
CCOC(=O)c1cc(CO)cc(C(=O)OCC)c1 | 3 | -1 | 5 | -1 | 12 | 8 | 0 | -2 | -4 | i
COc1ccc(-n2ncc(C(C)NS(=O)(=O)c3ccc(C(C)=O)cc3)c2C)cc1 (centres undefined) | -1 | -2 | 8 | -3 | -4 | 9 | 0 | 0 | 14 | i
CC(=O)c1sc(NC(=O)C2CCN(C(=O)c3ccc(F)cc3)CC2)nc1-c1ccccc1 | 17 | / | 9 | -15 | -2 | 11 | -7 | 28 | 2 | i

Remaining list, next part.
structure | GSK3 alpha inh | HSP90 refold inh | HDAC3 inh | GSK3B inh | Platelet DG rel | HSF-1 act | HSF1 inh | Dyrk1A ADPGlo | AI-2 QS mod | PolyA inhibitor
Cc1c(NC(=O)/C(C#N)=C/c2ccc(-c3cccc(Cl)c3)o2)c(=O)n(-c2ccccc2)n1C | 0 | 1 | -5 | 1 | -1 | 29 | 6 | 45 | 16 | i
O=C(COc1ccc(Cl)cc1)NCC(=O)N1CCC2(CC1)NCCc1[nH]cnc12 | 0 | 0 | -1 | 0 | 6 | -26 | -2 | -2 | 4 | i
COc1ccnc2c1c(=O)n(Cc1cccc(Cl)c1)c(=O)n2C | -5 | -1 | -11 | 6 | 12 | 9 | 1 | -6 | 9 | i
COc1ccc(NCc2ccccc2[N+](=O)[O-])cc1OC | 0 | 0 | 2 | 5 | -2 | 24 | 12 | -6 | 17 | i
O=C(NC1CCS(=O)(=O)C1)OC1CCCCC1 (centres undefined) | -1 | 1 | -1 | 0 | 12 | 7 | -10 | -5 | 19 | i
CC(=O)N1c2ccc(S(=O)(=O)N3CCCC3)cc2CC1C(=O)NCc1ccccc1F (centres undefined) | -9 | 0 | -1 | -1 | -8 | 16 | 4 | 5 | 29 | i
O=C(NC1CCCC1)C(c1ccncc1)N(C(=O)c1csnn1)c1ccc(F)c(Cl)c1 (centres undefined) | -1 | 2 | -2 | -2 | -11 | -2 | -2 | -2 | 9 | i
Cn1nc(-c2ccccc2)c(CO)c1Oc1cccc(C(F)(F)F)c1 | -1 | 1 | -19 | 0 | -2 | -8 | -1 | -1 | 23 | i
O=C(COC(=O)C1CCN(S(=O)(=O)c2cccs2)CC1)NCc1ccc(F)cc1 | -1 | 1 | / | 0 | -3 | -10 | -8 | 11 | 21 | i

Sorted by length of the SMILES (falling): some entries from above
structure | GSK3 alpha inh | HSP90 refold inh | HDAC3 inh | GSK3B inh | Platelet DG rel | HSF-1 act | HSF1 inh | Dyrk1A ADPGlo | AI-2 QS mod | PolyA inhibitor
CCCCCCSc1ccc(-c2nc3ccc(C)cn3c2NCc2ccccc2)cc1 | -2 | / | -22 | 0 | 0 | 2 | 3 | -14 | 18 | i
COc1ccnc2c1c(=O)n(Cc1cccc(Cl)c1)c(=O)n2C | -5 | -1 | -11 | 6 | 12 | 9 | 1 | -6 | 9 | i
O=S1(=O)CCC(SCc2nc3sccn3c2Br)C1 (centres undefined) | 1 | 2 | -10 | 0 | -2 | -2 | -2 | -4 | 37 | i

These rows are one share of the data; the hit share may differ from the screen's.
